Assay outcomes as filed in PubChem BioAssay.
Vif-APOBEC3G blk: Vif-A3G binding inhibition. Q9HC16. HeLa A3G-eYFP + Vif (tagged APOBEC3G with the HIV-1 protein that degrades it), YFP fluorescence, overnight. Potency, µM (doses to about 46.1 µM), for inactives: top-dose activity, negative = active, actives largely listed as inhibitors. 410,000 compounds, 0.076% hits;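 further: on the % scale 0 is the no-effect control and ±100 the full control effect; nearly all actives have a fitted effect of over 60% in size; hits raise eYFP signal because A3G escapes Vif-driven loss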
Target sequence (Q9HC16 whole entry, looked up): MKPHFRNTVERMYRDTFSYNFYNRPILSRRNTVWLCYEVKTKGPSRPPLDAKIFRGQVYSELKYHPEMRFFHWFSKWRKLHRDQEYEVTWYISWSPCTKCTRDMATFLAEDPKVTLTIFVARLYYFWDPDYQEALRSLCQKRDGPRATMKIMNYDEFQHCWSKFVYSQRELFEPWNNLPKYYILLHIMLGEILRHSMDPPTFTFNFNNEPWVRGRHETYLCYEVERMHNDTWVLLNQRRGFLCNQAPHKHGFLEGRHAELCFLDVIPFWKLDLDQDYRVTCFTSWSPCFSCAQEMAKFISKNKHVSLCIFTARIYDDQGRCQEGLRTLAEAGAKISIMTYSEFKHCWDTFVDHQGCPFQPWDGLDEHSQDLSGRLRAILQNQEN
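HeLa cells stably expressing Vif and C-terminally eYFP-tagged A3G, seeded overnight at 37 deg C, then exposed to compound by pintool overnight at 37 deg C. Rise in yellow fluorescence (Ex 488/Em 500-530, Acumen) marks blocked Vif-driven A3G degradation.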
TrxR1 substrate: rat thioredoxin reductase 1 substrate activity; Potency, µM (titrated, usually from 114 µM), without a hit: top-dose activity change, negative = substrate turnover; 390,000 compounds, 0.01% hits; O89049; purified TrxR1 substrate turnover, NADPH consumption readout; further: on the % scale 0 is the no-effect control and ±100 the full control effect; nearly all actives have a fitted effect of over 50% in size
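Rat TrxR1, dispensed at 90 nM, was prereduced with 400 uM NADPH (final) for 5 min at ~22 deg C, then incubated with compound 15 min before 400 uM selenite. A first-read NADPH fluorescence drop versus no-compound background flagged substrates.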
RGS4 inhibitor: human RGS4 inhibition; Potency, µM (highest dose often 114 µM), without a hit: at the highest dose activity change, negative = inhibition, hits mostly inhibitors; P49798; 390,000 compounds, 0.039% hits; Transcreener GDP fluorescence polarization, RGS4-accelerated GTP hydrolysis; further: on the % scale 0 is the no-effect control and ±100 the full control effect; nearly all actives have a fitted effect of over 75% in size; some results filed as inactive show a strong effect at the top dose
Target sequence (P49798 whole entry, looked up): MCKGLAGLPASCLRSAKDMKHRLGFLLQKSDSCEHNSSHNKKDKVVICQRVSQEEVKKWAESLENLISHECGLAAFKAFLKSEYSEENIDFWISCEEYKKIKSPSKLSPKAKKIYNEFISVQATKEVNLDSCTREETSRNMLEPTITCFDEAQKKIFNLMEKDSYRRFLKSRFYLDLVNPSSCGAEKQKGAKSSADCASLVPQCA
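MLSMR compounds (23 nl, pin-transferred) preincubated 10 min at room temperature with a 500nM (2x) first reagent, then RGS4 at 900nM (2x) plus Transcreener GDP mix added; fluorescence polarization (620/688 nm) read before and after 90 min at 30 °C.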
mIDH1 inhibitor: inhibitors of human mutant IDH1 R132H. IDH1-R132H enzyme, NADPH consumption, diaphorase/resazurin fluorescence. Potency, µM (top dose mostly 76.6 µM), for the others: top-dose activity change, negative = inhibition, actives largely listed as inhibitors. 390,000 compounds, 0.093% hits. O75874; further: on the % scale 0 is the no-effect control and ±100 the full control effect; nearly all actives have a fitted effect of over 65% in size
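IDH1-R132H (0.5 ug/mL dispensed) in pH 7.5 Tris buffer was preincubated 30 min with compound, then given a substrate mix of 0.016 mM NADPH and 2 mM alpha-KG for 80 min at room temperature; remaining NADPH was read by diaphorase/resazurin fluorescence.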
TrxR1 inh: rat TrxR1 inhibition; AID 588453; O89049; recombinant rTrxR1, NADPH fluorescence consumption, selenite substrate; 390,000 compounds, 1% hits; Potency, µM (highest dose often 114 µM), for inactives: top-dose activity change, negative = inhibition, most hits filed as inhibitors; further: on the % scale 0 is the no-effect control and ±100 the full control effect; nearly all actives have a fitted effect of over 65% in size
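Rat TrxR1 (90 nM in the dispensed reagent) was pre-reduced with 400 uM NADPH for 5 min at room temperature, then incubated with compound for 15 min. After 400 uM selenite was added, NADPH fluorescence (Ex 340/Em 450 nm) was followed for 8 min.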
Vif-A3F inh: inhibitors of Vif-A3F interaction. HeLa A3F-eYFP + Vif (tagged APOBEC3F with the HIV-1 protein that degrades it), YFP fluorescence increase. Potency, µM (top dose mostly 46.1 µM), without a hit: at the top dose activity, negative = active. 390,000 compounds, 0.2% hits; further: % of control where 0% means no effect; nearly all actives have a fitted effect of over 65% in size
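Fluorescence increase (Ex 488/Em 500-530) after overnight compound treatment at 37 deg C flags inhibition of Vif-driven A3F-eYFP loss in stable HeLa A3F-eYFP/Vif cells seeded overnight beforehand.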
USP1 inh: USP1/UAF1 (human) deubiquitinase inhibition. recombinant USP1/UAF1, Ub-Rhodamine cleavage fluorescence. Potency, µM (doses to about 57.1 µM), inactives show top-dose activity change, negative = inhibition, usual class: inhibitors. 390,000 compounds, 0.23% hits. AID 743255; further: on the % scale 0 is the no-effect control and ±100 the full control effect; nearly all actives have a fitted effect of over 60% in size; inactives centre near -12
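Step one: compound is pinned into 1nM USP1/UAF1 in HEPES pH 7.8 buffer with TCEP. Step two: 15 min room-temperature incubation. Step three: Ub-Rho (150nM final) starts cleavage, tracked by fluorescence over six one-minute reads.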
ALOX12 inh: ALOX12 (human) lipoxygenase inhibition; purified 12hLO, xylenol orange hydroperoxide absorbance; Potency, µM (doses to about 108 µM), inactives show at the top dose activity change, negative = inhibition, actives largely listed as inhibitors; P18054; 580,000 compounds, 1.1% hits; AID 1671190; further: on the % scale 0 is the no-effect control and ±100 the full control effect
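Purified human 12hLO at 150 nM in 25 mM Hepes, 0.01% Triton X-100, pH 7.0, preincubated 15 min at room temperature with compound. Reaction started with 40 uM arachidonic acid, 30 min at room temperature. Hydroperoxide measured by Fe-xylenol orange, 573/405 nm absorbance ratio.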
RXFP1 ag: activates the human relaxin receptor RXFP1; Q9HBX9; HEK293T-RXFP1 cAMP TR-FRET, 30 min; response scale: percent of porcine relaxin response, buffer zero; Potency, µM (series often up to 57.5 µM), for the others: top-dose activation, actives largely listed as activators; 370,000 compounds, 0.3% hits; AID 2676; further: on the % scale 0 is the no-effect control and ±100 the full control effect; nearly all actives have a fitted effect of over 60% in size; many of its hits are not listed in these tables
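HEK293 cells stably expressing RXFP1, treated 30 min at 37C with compounds plus PDE4 inhibitor Ro 20174; cAMP measured by HTRF TR-FRET. Normalized to buffer and 29 nM porcine relaxin; EC50 by Hill fit.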
The depositor's hits bear a star; u = inconclusive; x = no result given; [ ] = remark or other dose. The call rests on the fitted dose curve; in most records, active means well fitted curve in the direction sought with a large enough effect; inconclusive means small, poorly fitted or top-dose-only effect, or another doubt; inactive means no such curve, though single readings can be large; an effect the other way counts as inactive or inconclusive. Potency means the concentration at half of the fitted maximal effect. These rows are one share of the data (hit frequency here may not be typical).

Sequence of screens – Vif-APOBEC3G blk | TrxR1 substrate | RGS4 inhibitor | mIDH1 inhibitor | TrxR1 inh | Vif-A3F inh | USP1 inh | ALOX12 inh | RXFP1 ag
Cc1ccc(CSCC(=O)N2CCN(c3ccccc3)CC2)cc1
    1% | -5% | 16% | 0% | 7% | -12% | -10% | -2% | 1.5%
CC(C)OCCCNC(=O)CN1C(=O)COc2ccc(S(=O)(=O)N3CCOCC3)cc21
    5% | -3% | 2% | 4% | 2% | -9% | 1% | -10% | -0.5%
O=C(N/N=C/c1ccncc1)c1cccc(NC(=O)c2ccc(Cl)cc2)c1
    2% | 5% | u | 3% | 17% | 2% | u | -6% | -1.3%
COCCCNC(=O)c1ccccc1SC
    -1% | 6%[57.1 µM] | -24% | 7% | 31%[57.1 µM] | -7% | -9% | -10% | 0.5%
Cc1csc(=O)n1CCC(=O)OCc1nnc(-c2ccc([N+](=O)[O-])cc2)o1
    5% | -4% | 16% | 6% | 25% | 0% | -6% | 3% | 4.1%
CCCC(=O)Nc1nc2c(C)c(Cl)ccc2s1
    1% | 0% | -18% | 6% | -2% | 0% | -20% | 30%[activator] | 1.1%
Cc1ccc2c(c1)-c1c(ssc1=S)C(C)(C)N2C(=O)CSC1=NCCS1
    1% | -5% | 11% | -1% | 15% | -11% | -3% | -10% | 0.6%
O=S1(=O)CCOC[C@H](Cc2ccccc2)N1Cc1ccc(F)cc1
    -10% | 10%[57.1 µM] | 2% | 0% | 23%[57.1 µM] | 4% | 13% | -3% | x
Cc1cc[n+](CC(=O)c2cc3ccccc3oc2=O)cc1
    1% | -4% | 1% | 14% | -5% | 3% | -12% | -5% | 0.1%
COC(=O)[C@@H](NC(=O)Nc1ccc(OC)cc1)C(C)C
    0% | -4% | 21% | 3% | 13% | 0% | 2% | 4% | 1.5%
CC1=C(C(=O)OC2CCCCC2)C(c2ccc(C)o2)C2=C(CCCC2=O)N1 (configuration not stated)
    2% | -2% | 0% | 8% | -10% | -8% | -5% | u | -1.1%
Cc1cc(C)c2nc(-c3ccccn3)cc(C(=O)NCc3ccc(S(N)(=O)=O)cc3)c2c1
    -3% | 12%[57.1 µM] | 2% | 9% | 15%[57.1 µM] | -6% | 1% | 6% | -1.0%
CCc1nnc(NS(=O)(=O)c2ccc(NC(=O)C(c3ccccc3)c3ccccc3)cc2)s1
    4% | -1% | -6% | -17% | 19% | -3% | -12% | u | x
Cc1cc2ccccc2c(=O)n1CC(=O)NCC(=O)N1CCN(c2ccccc2F)CC1
    -5% | 4% | -11% | 8% | -2% | -6% | -17% | -22% | 1.0%
Cc1ccc(-c2cc(C(F)(F)F)c(C#N)c(SCC(=O)Nc3ccccc3)n2)cc1
    -34% | 4% | -17% | -9% | 13% | u | 34%[activator] | 1% | u
COC(=O)C1=C(C)NC(C)=C(C(=O)OC)C1C(=O)OCC(=O)NC1CCCCC1C (configuration not stated)
    1% | x | x | -2% | x | 0% | -11% | -4% | x
CCc1nn(CC(=O)NCCC(C)C)c(=O)c2cc3occc3n12
    1% | 3% | -11% | 5% | 2% | 2% | -8% | -3% | -1.4%
COc1ccc(C(=O)N2CCCN(C)CC2)cc1S(=O)(=O)N(C)Cc1ccccc1
    2% | -2% | 2% | -3% | -31% | -3% | -9% | 17% | -0.9%
COc1ccc(N=C2C(=O)N3c4c(cccc42)C(C)=CC3(C)C)cc1
    0% | -16% | -20% | -10% | -2% | 1% | -6% | -25% | -0.6%
COc1ccc(N2C(=O)CC(N(C)CCc3ccc(OC)c(OC)c3)C2=O)cc1 (configuration not stated)
    0% | 6%[11.4 µM] | -1% | 4% | 17%[11.4 µM] | 3% | -20% | u | 0.0%
CC(NC(=O)c1ccco1)C(=O)OCc1cccc(Cl)c1 (configuration not stated)
    0% | -6% | 10% | 8% | u | 1% | -10% | -28% | 0.1%
CC(C)(C)C(=O)NC1(C(F)(F)F)NC(=O)N(c2ccccc2F)C1=O (configuration not stated)
    2% | 3%[57.1 µM] | -21% | 4% | 12%[57.1 µM] | -4% | -13% | 0% | -1.9%
CCOc1ccc(N=Cc2ccc3ccccc3c2)cc1
    1% | 0%[57.1 µM] | 3% | 5% | 18%[57.1 µM] | 12% | -3% | 25% | 0.1%
CCc1cc2cc3c(cc2nc1SCC(=O)Nc1c[nH]c(=O)[nH]c1=O)OCO3
    1% | -2% | 2% | -1% | 15% | -2% | -11% | -20% | u
Cc1cc(NC(=O)C(C)SCC(=O)OCC(=O)N(C)c2ccccc2)no1 (configuration not stated)
    4% | -4% | 0% | -2% | -2%[57.1 µM] | 0% | -11% | -27% | 1.1%
Cc1ccc(C)c(C(=O)COC(=O)c2cccc(N3C(=O)c4c(C)nc5ccccc5c4C3=O)c2)c1
    -1% | -9% | 7% | -1% | -7% | 2% | 7% | 2% | 4.4%
Cc1cc(C(N)=O)c2ccccc2n1
    0% | 14% | 10% | 7% | 14% | -3% | -5% | 10% | 1.1%
Nc1cc(=O)[nH]c(=O)n1CCCc1ccccc1
    0% | 1% | -8% | -8% | 35% | 9% | -21% | 12% | x
CCn1c(SCC(=O)N2CCCC(C)C2)nnc1-c1ccco1 (configuration not stated)
    -3% | 11% | 6% | 0% | 18% | 6% | -20% | -12% | -0.9%
O=C(Nc1ccc(F)cc1)NC1CCN(Cc2ccccc2)CC1
    1% | 6% | -19% | 7% | 23% | -3% | -18% | -4% | 2.2%
O=S(=O)(c1ccccc1)c1ccc(C(F)(F)F)cn1
    -1% | 4% | 13% | 2% | u | -30% | -22% | -26% | -1.7%
CCCNC1=CC(=O)CC(C)(C)C1
    0% | -8% | 8% | 11% | -16% | -11% | -7% | 0% | 3.0%
O=C(CCn1cccc1)NCc1ccc(Cl)cc1
    -1% | 4% | -24% | 4% | 10%[57.1 µM] | -2% | -7% | 0% | -0.1%
COc1cc2c(cc1OC)C(COc1ccc(C(C)C)cc1)N(C(=O)c1ccc(S(=O)(=O)N3CCCC3)cc1)CC2 (configuration not stated)
    -5% | 4%[57.1 µM] | 22% | -1% | 26%[57.1 µM] | 0% | -29% | -9% | 0.7%
O=C(NCc1ccccc1)N(Cc1cc2cc3c(cc2[nH]c1=O)OCCO3)CC1CCCO1 (configuration not stated)
    2% | 64%[activator] | -10% | -1% | 17% | x | -11% | 0% | 2.0%
O=C(NC1CC(=O)N(c2ccc(F)cc2)C1)C1CCCC1 (configuration not stated)
    5% | -2%[57.1 µM] | 33% | -6% | 19%[57.1 µM] | -1% | u | -15% | 0.3%
Cc1ccc(Cn2ccc(NC(=O)c3cc4nc(-c5ccco5)cc(C(F)(F)F)n4n3)n2)cc1
    0% | -1% | -5% | 4% | -18% | x | -20% | -30% | 0.9%
O=C(Cc1ccc(S(=O)(=O)N2CCOCC2)s1)N1CCN(S(=O)(=O)c2cccc(Cl)c2)CC1
    -10% | -2% | 21% | 9% | 10% | -3% | -14% | -1% | 0.1%
O=C(CN1CCOCC1)c1c[nH]c2ccccc12
    -3% | 128%[activator] | 12% | -5% | 0% | 5% | 1% | 0% | 1.5%
CCOc1ccc(/C=C/C(=O)OCC(=O)c2ccccc2OC)cc1OC
    -2% | 0% | -17% | 9% | -13% | 6% | -24% | x | -0.5%
COc1ccc(CC2(CO)CCN(Cc3ccc(OC(F)(F)F)cc3)CC2)cc1
    4% | -17% | -12% | -9% | -8% | 3% | -15% | u | -1.2%
Cc1ccsc1C(=O)N(c1nc2ccccc2s1)c1c(C)cccc1C
    2% | 10%[57.1 µM] | -9% | -2% | 21%[57.1 µM] | -8% | -22% | u | -1.8%
C#CCOc1ccc(Cl)cc1/C=C1/C(=O)ON=C1C
    -11% | 3% | -16%[56.9 µM] | 0% | u | -6% | -13% | u | 1.5%
O=C(Nc1cccnc1)c1ccc2snnc2c1
    3% | -7% | -18% | 1% | -7% | -4% | -21% | 11% | -0.4%
